SRC2 inh – inhibition of GAL4-SRC2 driven luciferase reporter, primary screen, SRC2 inhibitor project, cell-based, luminescence; HEK293 GAL4-SRC2 luciferase reporter; hit rate 0.17% among 370,000; inhibition, % at 9 µM; Nuclear receptor coactivator 2 (Homo sapiens), Q15596; AID 651957, 2012;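 active means inhibition above the mean inhibition of all tested compounds plus 3 SD, set per campaign, cut at about 52% in these data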;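 further: 0% = DMSO treated cells and 100% = cells given Gossypol at 36 µM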
ABHD5 PLIN5 PPI – ABHD5-PLIN5 interaction inhibitors, primary screen, cell lysate, split luciferase complementation, luminescence | Perilipin-5 (Homo sapiens) + 1-acylglycerol-3-phosphate O-acyltransferase ABHD5 (Homo … | hit rate 0.78% among 360,000 | inhibition, % at 4 µM | Split G. princeps luciferase complementation, 4 h;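 active means inhibition above the mean inhibition across every tested compound plus 3 SD, cut at about 22% in these data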;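 further: 0% = DMSO only wells and the 100% control is not disclosed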
Target sequence (Q00G26 whole entry, looked up): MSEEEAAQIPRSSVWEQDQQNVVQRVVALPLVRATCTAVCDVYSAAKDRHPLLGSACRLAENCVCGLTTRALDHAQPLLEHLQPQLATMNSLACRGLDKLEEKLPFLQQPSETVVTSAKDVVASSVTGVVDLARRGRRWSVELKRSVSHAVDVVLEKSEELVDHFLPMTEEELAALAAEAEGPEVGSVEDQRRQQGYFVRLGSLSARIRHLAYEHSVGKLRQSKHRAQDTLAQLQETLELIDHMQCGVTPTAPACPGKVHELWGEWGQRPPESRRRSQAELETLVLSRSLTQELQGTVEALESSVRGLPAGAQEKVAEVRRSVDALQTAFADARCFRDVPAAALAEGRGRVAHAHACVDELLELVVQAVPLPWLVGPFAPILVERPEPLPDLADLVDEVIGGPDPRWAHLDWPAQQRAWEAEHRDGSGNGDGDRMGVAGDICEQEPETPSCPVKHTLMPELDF
Target sequence (Q8WTS1 whole entry, looked up): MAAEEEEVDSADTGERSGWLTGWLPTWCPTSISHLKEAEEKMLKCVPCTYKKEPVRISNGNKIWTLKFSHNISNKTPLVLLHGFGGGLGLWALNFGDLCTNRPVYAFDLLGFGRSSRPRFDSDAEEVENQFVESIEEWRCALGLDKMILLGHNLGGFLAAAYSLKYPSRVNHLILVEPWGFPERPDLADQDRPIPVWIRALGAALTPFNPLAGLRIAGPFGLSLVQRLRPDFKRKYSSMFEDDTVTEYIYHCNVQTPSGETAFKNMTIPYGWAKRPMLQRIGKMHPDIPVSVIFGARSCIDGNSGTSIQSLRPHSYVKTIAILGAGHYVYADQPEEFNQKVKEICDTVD
NCOA1 inh – SRC1 coactivator transcriptional activity inhibitors, primary screen, cell-based, luminescence. HEK293 GAL4-SRC1 luciferase reporter. inhibition, % at 3.6 µM. AID 588354, 2011. hit rate 0.12% among 360,000;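 active means inhibition above the campaign mean plus 3 SD, with each screening campaign given its own cutoff, cut at about 60% in these data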;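 further: 0% = DMSO treated cells and 100% = gossypol at 36 µM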
NCOA3 inh – SRC3 coactivator transcriptional activity inhibitors, primary screen, cell-based, luminescence. hit rate 0.17% among 360,000. Nuclear receptor coactivator 3 (Homo sapiens), Q9Y6Q9. HEK293 GAL4-SRC3 luciferase reporter. AID 588352, 2011. inhibition, % at 3.6 µM;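 active means inhibition above a per-campaign cutoff, the mean of all compounds plus 3 SD, cut at about 60% in these data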;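 further: 0% = DMSO-treated cells and 100% = gossypol-treated cells at 36 µM; higher means less SRC3-driven luciferase light from the GAL4 reporter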
LMP1 NFkB inh – EBV LMP1-driven NF-kappaB luciferase reporter inhibitors, primary screen, cell-based, luminescence, single point; LMP1-induced NF-kappaB luciferase reporter cells; inhibition, % at 12.5 µM; hit rate 0.69% among 350,000; AID 504558, 2011; in the data active means inhibition above about 41%;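 further: 0% = neutral control wells and 100% = reference inhibitor control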
MC4R antag cAMP – MC4R antagonists of cAMP signaling, primary screen, cell-based, TR-FRET, antagonist arm of biased-ligand search; Melanocortin receptor 4 (Homo sapiens), P32245; MC4R-expressing cells, MTII-stimulated cAMP, LANCE TR-FRET; inhibition, % at 6.5 µM; hit rate 0.48% among 360,000;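 active means inhibition above its plate's cutoff, the mean of tested wells on that plate plus 3 SD, cut at about 29% in these data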;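 further: 0% = Melanotan II alone and 100% = Melanotan II plus saturating MCL0020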
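Test system: U2OS cells stably expressing human melanocortin 4 receptor (MC4R); also added: Melanotan II challenge; compound: 6.5 µM single dose; timing: 30-min compound preincubation, 1-h Melanotan II challenge, 1-h detection, room temperature; signal: Eu-cAMP/anti-cAMP TR-FRET, emission 671 nm; repeats: one well per compound, no replicates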
MC4R barr agon – MC4R agonists recruiting beta-arrestin, primary screen, cell-based, luminescence, agonist arm of biased-ligand search. Melanocortin receptor 4 (Homo sapiens), P32245. U2OS MC4R beta-arrestin complementation; percent of melanotan II response, DMSO zero. activation, % at 8.9 µM. hit rate 0.98% among 360,000. AID 540308, 2011;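 active means activation above a per-plate cutoff, the mean activation of sample wells on that plate plus 3 SD, cut at about 8% in these data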
COUP-TFII inh – NR2F2 transcriptional activity inhibitors, primary screen, cell-based, luciferase reporter, HEK293T, luminescence. hit rate 0.7% among 370,000. HEK293T NGFI-A luciferase reporter. COUP transcription factor 2 (Homo sapiens), P24468. inhibition, % at 8.6 µM. AID 686940, 2013;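 active means inhibition above a per-plate cutoff, mean inhibition of test wells between control levels plus 3 SD, cut at about 38% in these data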;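 further: cells cotransfected with COUP-TFII expression vector driving the NGFI-A reporter; 0% = median of COUP-TF2 test wells and 100% = reporter-only cells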
TLR9-MyD88 block – inhibitors of TLR9-MyD88 association in cells, primary screen, cell-based, CHO, BLA complementation, fluorescence; Toll-like receptor 9 (Homo sapiens) + Myeloid differentiation primary response protein …; CCF4 FRET ratio; inhibition, % at 4.98 µM; hit rate 0.21% among 340,000;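 active means inhibition above the mean over all tested compounds plus 3 SD, cut at about 21% in these data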;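 further: 0% = DMSO only wells and 100% = clavulanate BLA inhibitor control wells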
NR5A2 inv ag – LRH-1 (NR5A2) inverse agonists, primary screen, cell-based, luminescence, HEK293T, StAR-luciferase reporter; AID 602396, 2012; hit rate 0.13% among 360,000; Nuclear receptor subfamily 5 group A member 2 (Homo sapiens), O00482; inhibition, % at 3.6 µM; LRH-1 transfected, 24 h;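 active means inhibition above the mean inhibition of all tested compounds plus 3 SD, cut at about 73% in these data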;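 further: 0% = DMSO wells and 100% = reporter-only cells lacking LRH-1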
NOD2 RIPK2 PPI – NOD2-RIPK2 binding disruptors in cells, primary screen, fluorescence, CHO cells, BLA complementation; Receptor-interacting serine/threonine-protein kinase 2 (Homo sapiens), O43353; CCF4 ratio; inhibition, % at 4.98 µM; hit rate 0.38% among 360,000; in the data active means inhibition above about 21%;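 further: 0% = vehicle only and 100% = reference blocker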
The depositor's hits bear a star; . = not tested or not shown; & = joins results of further samples.

compound	SRC2 inh	ABHD5 PLIN5 PPI	NCOA1 inh	NCOA3 inh	LMP1 NFkB inh	MC4R antag cAMP	MC4R barr agon	COUP-TFII inh	TLR9-MyD88 block	NR5A2 inv ag	NOD2 RIPK2 PPI
O=[N+]([O-])c1cccc(O)c1	20	2	-2	-17	-1	5	-2.1	-8	3	-2	-6
CN(Cc1cccc(-c2cccnc2)c1)C(=O)Oc1ccc([N+](=O)[O-])cc1	52	8	.	.	.	.	.	51*	.	41	6
COc1cccc(Oc2c(C)oc3cc(OC(=O)N(C)C)ccc3c2=O)c1	16	0	13	11	-2	5	-2.3	11	1	-2	-12
CC[C@H](OC(C)=O)C(C[C@H](C)N(C)C)(c1ccccc1)c1ccccc1	7	8	-8	7	6	1	-0.5	-8	-11	17	4
COc1ccccc1-n1c(O)c(C=NCCCn2ccnc2)c(=O)[nH]c1=O	-12	2	1	-3	2	-1	2.2	5	3	8	-2
Cc1c(C)c2ccc(OCC(=O)N3CCC(C(=O)O)(c4ccccc4)CC3)cc2oc1=O	-6	6	-14	1	-12	4	-1.4	4	-6	0	0
C/C(CCc1c[nH]c2ccccc12)=N\O	4	2	8	8	-5	1	-0.9	-4	-5	10	-1
CNP(=O)(Oc1ccccc1)OC12CC3CC(CC(C3)C1)C2 (stereo not given)	-83	-1	-27	25	-2	7	-2.4	1	0	11	3
Cc1nc2ccccc2c(=O)n1-c1ccc(Cl)cc1[N+](=O)[O-]	6	-2	5	12	4	11	0.4	-9	-5	-19	4
CN1C(=O)C(Cc2ccsc2)C(=O)N(C)C1=O	13	-1	-38	-2	3	16	-0.5	-8	-6	-11	-5
C/C(=N\Nc1ccccc1)c1c(O)[nH]c(=O)[nH]c1=O	-10	1	26	42	-11	11	-2.0	12	6	-5	-3
CCOc1cc2c(cc1OCC)-n1cccc1C(c1cc(OC)ccc1F)NC2 (stereo not given)	10	-1	8	1	9	3	3.0	7	-4	4	-7
CCOC(=O)[C@]1(C#N)[C@@H]2C=CC(C(C)=O)=CN2[C@@H](C(N)=O)[C@@H]1c1ccsc1	-24	0	-7	-13	-1	5	-0.2	-1	0	3	-1
COC(=O)C1=C(c2ccc(OC)c(OC)c2)C[C@@H]2CC[C@H]1N2C(=O)NCCOc1ccccc1	-7	1	-6	2	-1	11	-1.9	-7	7	15	-6
CCN1C[C@]2(COC(=O)c3ccccc3N)CC[C@H](OC)C34[C@@H]5C[C@H]6[C@H](OC)[C@@H]5[C@](O)(C[C@@H]6OC)[C@@](O)([C@H]13)[C@@H](OC)[C@@H]42	18	1	1	5	7	15	-0.3	-2	2	13	11
CCOCCN1CCN(c2nnc3n2-c2ccc(Cl)cc2C(c2ccccc2Cl)=NC3)CC1	-25	1	-14	-18	-13	0	-1.8	-11	-4	-19	-6
CN1CCN(CC(=O)Nc2ccc([N+](=O)[O-])cc2C(=O)c2ccccc2)CC1	5	3	-12	13	-6	3	-0.4	-6	-4	-7	-5
COc1ccc2c(c1)c(C(=O)CN1CCC3(CC1)OCCO3)c(C)n2Cc1ccccc1	-18	1	1	-6	6	7	-2.5	-13	-11	6	-2
COC(=O)C1=C(c2cccc(C#N)c2)C[C@@H]2CC[C@H]1N2C(=O)N1CCC(C)CC1	2	4	4	-24	3	19	1.4	6	-10	-24	0
O=Cc1cn(Cc2ccc(Br)cc2)c2ccccc12	-17	4	8	13	18	2	1.3	1	-20	34	4
CC(Cl)(Cl)/C(=N/P(=S)(N1CCOCC1)N1CCOCC1)N1CCOCC1	10	-22	11	20	8	0	-0.4	12	0	1	-12
CC1CCCN(C(=O)CN2C3CCC2CC(O)(c2ccc(F)cc2)C3)C1 (stereo not given)	-9	4	-29	4	-2	7	0.2	27	-10	8	4
COc1ccc(OC)c(N2Cc3ccccc3C2=N)c1	-19	0	-8	20	-4	3	-1.9	8	7	10	2
Cc1cc(-c2ccccc2)cc(C)[n+]1Cc1ccccc1	24	14	10	23	11	1	-1.4	3	-1	26	-4
CN(C)[C@@H]1C(=O)C(C(N)=O)=C(O)[C@@]2(O)C(=O)C3=C(O)c4c(O)ccc(Cl)c4[C@@](C)(O)[C@H]3C[C@@H]12	2	-11	-17	-19	-6	3	0.6	-8	7	-20	4
Oc1ccc(C2NCc3ccccc3-n3cccc32)cc1Cl (stereo not given)	18&0	-1&8	9&-12	13&13	-21&6	5&6	1.4&-3.9	7&-16	-10&-7	-10&-5	-11&-15
O=C1NC(=O)C(CCc2ccncc2)(Cc2ccc3c(c2)OCO3)C(=O)N1CCc1ccccc1 (stereo not given)	-5	-2	13	7	-4	2	1.0	-3	6	11	-3
O=C(O)c1ccc2c(c1)C1C(Cl)C(Sc3ccccc3[N+](=O)[O-])CC1C(c1cccc([N+](=O)[O-])c1)N2 (stereo not given)	.	8	-15	-12	-11	12	-2.5	.	2	9	5
Cc1ccc(NC(=O)c2cn(CCC#N)nc2-c2ccc3c(c2)OCCO3)c([N+](=O)[O-])c1	5	0	-17	4	33	6	-2.0	-10	-4	-7	-6
C[C@H](CO)N1C[C@H](C)[C@@H](CN(C)C(=O)Oc2ccc3ccccc3c2)OCc2cnnn2CCCC1=O	-13	-4	-27	-7	-1	-3	-0.7	11	13	-7	3
Cc1ccc(-c2nc3ccccc3c(=O)n2-n2cccc2)cc1	14	-4	-8	12	8	5	-1.2	14	13	27	9
Cc1c(C=C2C(=O)N(C)C(=S)N(C)C2=O)c2ccccc2n1CC(=O)NCC1CCCO1 (stereo not given)	-22	0	8	-35	-12	10	2.1	-1	-12	-20	-15
COC(=O)C1=C(c2cccc(C#N)c2)C[C@@H]2CC[C@H]1N2C(=O)NCCOc1ccccc1Cl	-36	2	0	-10	-7	6	-0.4	-13	3	3	0
CCCCC(=O)N/N=C/c1c(O)n(CC)c(=S)[nH]c1=O	-7	0	-14	5	12	8	-0.6	5	-9	10	-6
COC(=O)C1=C(c2cccc(OCc3ccccc3)c2)C[C@@H]2CC[C@H]1N2C(=O)NCc1ccccc1C(F)(F)F	-5	-6	-10	-12	16	7	2.2	6	-2	-12	-10
COc1ccc(N=Cc2c(O)n(Cc3cccs3)c(=O)[nH]c2=O)cc1	-7	-2	8	4	-7	-4	-1.7	0	2	4	-4
Cc1cc(C)c(NC2=NCCS2)cc1C	19	-4	-8	-4	-1	2	0.4	-3	8	-2	-1
CN(C)CC1CSCCC1(O)c1ccccc1 (stereo not given)	15	-3	4	-3	0	1	-0.4	1	-9	0	-9
Cc1ccc(NP(=O)(Nc2ccc(C)cc2)Oc2ccccc2)cc1	-3	-7	-3	5	-3	9	-0.3	0	-3	8	-8
CCOC(=O)CNC(=O)N1Cc2cc(-c3ccc(OC)cc3)ccc2-n2nncc2C1	14	3	10	19	.	.	.	-16	.	-13	11
CN(Cc1ccccc1)Cc1ccccc1OC(=O)N(C)C	16	-4	-8	1	0	-6	-1.1	-6	-1	18	-2
COc1cc2c(cc1OC)C(C1c3cc4c(cc3CCN1C)OCO4)OC2=O (stereo not given)	-12	-5	-12	-7	-34	1	-0.9	-3	-5	9	-4
CC(C)C/C(=N/O)c1cn(C)c2ccccc12	0	-4	-3	1	-7	-6	-0.7	6	-1	5	-14
CC(Oc1ccc(-c2ccccc2)cc1)C(=O)O (stereo not given)	23	0	6	11	-2	6	0.3	-1	-14	-6	-12
COc1cc2c(cc1OC)[C@H]1C(=O)c3ccc4c(c3O[C@H]1CO2)C[C@@H](C(C)(C)O)O4	11	9	3	-5	-7	1	-0.1	6	1	10	-10
COc1ccccc1N1C(=O)NC(=O)C2(Cc3cc(C)ccc3N(C)C2)C1=O (stereo not given)	-23	0	15	-20	1	5	-0.2	11	-7	28	-8
CCOc1ccc(N=Cc2c(O)n(Cc3ccccc3)c(=S)[nH]c2=O)cc1	12	-12	-44	27	-2	16	-1.0	8	-1	-15	4
CCOC(=O)[C@]12Cc3cc(OC)ccc3[C@H]1N(C1CCCCC1)C(=O)c1cc(OC)ccc12	23	19	.	.	.	.	.	23	.	37	40*
O=C(c1ccco1)c1cn(Cc2ccc(Cl)cc2)c2ccccc12	8	-2	6	7	-14	-4	-2.3	4	0	8	-1

The list is partial, so the mix of outcomes need not match the whole.
